High-throughput results as filed in PubChem.
Ecoli viability = E. coli V3065 growth inhibition, primary screen, counter-screen for AddAB inhibitor project, absorbance, OD600; 18 h; inhibition, % at 11.9 µM; 330,000 tested, 0.27% active; AID 449728, 2010;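 active means inhibition above the campaign's mean inhibition across all tested compounds plus 3 SD, cut at about 9.9% in these data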;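 further: uninfected addAB+ strain grown without phage in ampicillin broth; 0% = DMSO wells and 100% = ciprofloxacin 0.95 µg/ml wells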
Mot1-301 SUMO = yeast Mot1-301 growth rescue at high temperature, primary screen, SUMOylation pathway inhibitor project, S. cerevisiae, ATP luminescence, 38.5C; S. cerevisiae Mot1-301 growth rescue; percent above DMSO median, 100 means doubled; growth rescue, % at 18.8 µM; 320,000 tested, 1% active; AID 2716, 2010;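 active means every valid replicate shows activation above 250% relative to neutral control wells; inactive means the rest, any valid replicate at or below 250%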;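 further: OY570 slx delta 5 strain wells were the positive control but not used for scaling; some compounds called inactive have numbers as strong as hits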
AddAB inh = growth inhibition of E. coli expressing H. pylori AddAB, primary screen, AddAB inhibitor project, absorbance. inhibition, % at 11.9 µM. 330,000 tested, 0.29% active; in the data active means inhibition above about 12%;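 further: 0% = vehicle wells of infected cells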
phage Ecoli inh = growth loss of phage-infected E. coli, primary screen, RecBCD inhibitor project, absorbance, with phage, HTS | inhibition, % at 11.9 µM | 360,000 tested, 0.26% active; in the data active means inhibition above about 11%
* marks the source's active call; other numbers are inactive results; x = no result given. This is a subset (hit frequency here may not be typical).

(1) CCCCNC(=O)C1C(c2ccc(OC)cc2)=Nc2ccccc2N1C(=O)Cc1cc(OC)cc(OC)c1 (centres undefined)
(2) Cc1cc(C)c2cc(CN(CCO)C(c3nnnn3Cc3ccc(F)cc3)C(C)C)c(=O)[nH]c2c1 (centres undefined)
(3) COC(=O)c1ccc2nc(-c3cccc(Br)c3)c(Cc3ccc(OC)cc3C)n2c1
(4) CCC(=O)N1CCC(C)(C(=O)Nc2cc(OC)c(OC)c(OC)c2)C1 (centres undefined)
(5) COc1cc2c(cc1OC)C(C(=O)O)C(c1ccc3c(c1)OCO3)N(C)C2=O (centres undefined)
(6) C[C@H](CO)N1C[C@H](C)[C@@H](CN(C)C(=O)Nc2ccccc2)OCc2cn(nn2)CCCC1=O
(7) c1ccc2c(c1)oc1c(-c3ccc4nccn4c3)cccc12
(8) COc1ccccc1-c1cnc(C(O)c2cc(C)ccc2C)[nH]1 (centres undefined)

assay / compound,1,2,3,4,5,6,7,8
Ecoli viability,x,x,x,x,x,x,x,x
Mot1-301 SUMO,x,x,x,x,x,x,x,x
AddAB inh,x,x,x,x,x,x,x,x
phage Ecoli inh,1.6,0.2,2.1,1.7,5.1,1.0,1.3,4.6

(9) Cc1ccc(F)c(S(=O)(=O)NC(=O)C2(C)CCN2C(=O)CC2CCCCC2)c1 (centres undefined)
(10) COc1cccc(C(=O)NCCN2CCC(n3c(=O)[nH]c4ccccc43)CC2)c1
(11) COc1ccc(C2Nc3cccc(O)c3C(=O)N2Cc2ccccc2)cc1COc1ccc(NC(C)=O)cc1 (centres undefined)
(12) Nc1[nH]c(C(=O)c2ccc(Br)cc2)c(-c2ccc(Cl)cc2)c1C(=O)NCCc1c[nH]c2ccccc12
(13) CC1(C(=O)Nc2ccc(Cl)c(Cl)c2)CCN1Cc1cc2ccccc2o1 (centres undefined)
(14) CCc1nc2ccc(C(=O)Nc3cccc(OC)c3)cn2c1N(CC)Cc1cccc(Br)c1
(15) CC(=O)Nc1cccc(-c2csc(C(O)c3ccccc3)n2)c1 (centres undefined)
(16) CCOC(=O)C1(C)CCCN(C(=O)c2ccc(C#N)cc2)C1 (centres undefined)

assay / compound,9,10,11,12,13,14,15,16
Ecoli viability,x,x,x,x,x,x,x,x
Mot1-301 SUMO,x,x,x,x,x,x,x,x
AddAB inh,x,x,x,x,x,x,x,x
phage Ecoli inh,2.4,2.6,-1.1,1.1,0.8,3.8,0.4,2.8

(17) O=C1NC(Cc2ccccc2)c2nc3cc(F)ccc3c(=O)n2-c2ccc(Cl)cc21 (centres undefined)
(18) O=C(NCc1ccc(F)cc1)c1cccc2c1C(=O)c1ccc(Cl)cc1S2(=O)=O
(19) Cc1ccc2[nH]c3c(NCc4ccccc4)ncnc3c2c1
(20) CCOC(=O)c1cc(C(=O)c2ccccc2O)cn2c(=O)c3c(C)c(C)sc3nc12
(21) COC(=O)C1=C(C)N2C(=O)CSC2=NC1c1ccc2c(c1)OCO2 (centres undefined)
(22) Cc1sc(/N=C/c2ccccc2O)c(C#N)c1C
(23) N#Cc1c(NCCO)nc(NCc2ccccc2)c2c1CCN(Cc1ccccc1)C2
(24) CCc1c(C(=O)c2ccc(Cl)cc2)oc2c(C)c3oc(=O)cc(C)c3cc12

assay / compound,17,18,19,20,21,22,23,24
Ecoli viability,x,x,x,3.3,-0.9,-0.1,0.6,1.1
Mot1-301 SUMO,2.5,4.8,266.2,x,x,x,x,x
AddAB inh,x,x,x,1.8,2.1,2.3,2.1,1.0
phage Ecoli inh,2.6,1.6,2.4,x,x,x,x,x

(25) CC(C)C(NC(=O)C12CC3CC(CC(C3)C1)C2)C(=O)NC1=NCCS1 (centres undefined)
(26) O=C(N/C(=C/c1cn(-c2ccccc2)nc1-c1ccccc1)C(=O)N1CCOCC1)c1ccccc1
(27) COC(=O)CSc1ncnc2c1sc1nc(-c3ccco3)c3c(c12)CC(C)(C)OC3
(28) COCCNC(=O)CNC(c1ccccc1)c1ccccc1
(29) CCn1c(C)nc2cc(C(=O)N=Nc3c(O)[nH]c4ccccc34)ccc21
(30) Cc1ccc(C(=O)NNc2cc(N3CCCC3)nc(N3CCCC3)n2)cc1
(31) CCN(C(=O)c1cc2ccccc2o1)C12CC3CC(CC(C3)C1)C2
(32) Cc1noc(C)c1CSc1ncnc2sc3c(c12)CCC(C)C3 (centres undefined)

assay / compound,25,26,27,28,29,30,31,32
Ecoli viability,-1.1,-1.9,-1.1,1.4,0.2,-1.4,-0.9,0.4
Mot1-301 SUMO,x,x,x,x,x,x,x,-2.5
AddAB inh,-0.2,0.6,0.3,0.2,1.6,0.3,-3.4,1.9
phage Ecoli inh,x,x,x,x,x,x,x,x

(33) CCNC(=S)N/N=C(\C)c1ccc2ccccc2c1
(34) CCc1cc2cc3c(cc2nc1SCC(=O)Nc1cc(OC)c(OC)cc1C(=O)O)OCO3
(35) O=C(CSc1nnc(-c2ccncc2)n1CCc1ccccc1)N1CCCC1
(36) CC1(O)C(=O)C=C2C=C(c3ccc(C#N)cc3)OC=C2C1=O (centres undefined)
(37) COC(=O)c1cccc(Cn2cc([N+](=O)[O-])cn2)c1
(38) COc1cc(CCC(=O)N2CCN(c3ccc(N4CCOCC4)nn3)CC2)cc(OC)c1OC
(39) O=C(CSc1nnc(-c2ccc3c(c2)OCCO3)o1)NC1CCCCC1
(40) C#CCOCCOCCOCCNc1nc(N2CCN(C(=O)C(Cc3ccc(O)cc3)n3cc(C(N)CC(C)C)nn3)CC2)nc(N2CCN(C(=O)C(Cc3cc4ccccc4[nH]3)n3cc(C(N)C(C)CC)nn3)CC2)n1 (centres undefined)

assay / compound,33,34,35,36,37,38,39,40
Ecoli viability,1.6,-1.1,-1.5,0.7,1.8,0.9,0.2,-0.5
Mot1-301 SUMO,24.0,7.9,-2.7,-6.6,-0.5,-2.6,-11.6,-8.4
AddAB inh,-0.5,4.3,1.0,2.5,5.2,4.0,2.7,2.6
phage Ecoli inh,x,x,x,x,x,x,x,x

Copied from above: nos. 36 to 40
(36) CC1(O)C(=O)C=C2C=C(c3ccc(C#N)cc3)OC=C2C1=O (centres undefined)
(37) COC(=O)c1cccc(Cn2cc([N+](=O)[O-])cn2)c1
(38) COc1cc(CCC(=O)N2CCN(c3ccc(N4CCOCC4)nn3)CC2)cc(OC)c1OC
(39) O=C(CSc1nnc(-c2ccc3c(c2)OCCO3)o1)NC1CCCCC1
(40) C#CCOCCOCCOCCNc1nc(N2CCN(C(=O)C(Cc3ccc(O)cc3)n3cc(C(N)CC(C)C)nn3)CC2)nc(N2CCN(C(=O)C(Cc3cc4ccccc4[nH]3)n3cc(C(N)C(C)CC)nn3)CC2)n1 (centres undefined)

assay / compound,36,37,38,39,40
Ecoli viability,0.7,1.8,0.9,0.2,-0.5
Mot1-301 SUMO,-6.6,-0.5,-2.6,-11.6,-8.4
AddAB inh,2.5,5.2,4.0,2.7,2.6
phage Ecoli inh,x,x,x,x,x

Further results.
(41) CCCCC1=CC2=CC(=O)C(C)(OC(=O)CCC(=O)OC)C(=O)C2=CO1 (centres undefined)
(42) COc1ccc(-n2c(C)nc3sc4c(c3c2=O)CCCC4)cc1
(43) COC(=O)c1cc(S(=O)(=O)n2nc(C)cc2C)c(Cl)cc1Cl
(44) CC(=O)Nc1cccc(-c2nnc3c4ccccc4c(C)nn23)c1
(45) O=C(O)CCCNc1cc(N2CCC3(CC2)OCCO3)c2noc3c2c1C(=O)c1ccccc1-3
(46) CC(C)c1ccccc1NC(=O)COc1ccc2c(=O)c(Oc3ccc4ccccc4c3)coc2c1
(47) O=C(Nc1ccc(Cl)cc1)c1nc[nH]c1C(=O)NCCCNC(=O)c1[nH]cnc1C(=O)Nc1ccc(Cl)cc1
(48) Cc1cc2cc(CNC(=O)c3cc4ccccc4o3)ccc2n1C

assay / compound,41,42,43,44,45,46,47,48
Ecoli viability,-1.5,1.6,0.8,0.2,-4.3,-1.7,-0.9,0.7
Mot1-301 SUMO,-28.2,62.8,-19.2,-6.9,-31.3,1.7,-5.1,-3.2
AddAB inh,2.4,-0.7,2.4,-0.8,-0.2,-0.8,2.7,-1.4
phage Ecoli inh,x,x,x,x,x,x,x,x

(49) O=C(CSc1nc(C2CC2)nc2ccccc12)NCc1ccc2c(c1)OCO2
(50) Cc1ccc(-c2ccc(SCC(=O)N3CCCc4ccccc43)nn2)cc1
(51) COc1cc(/C=C2\SC(=S)NC2=O)ccc1OS(=O)(=O)c1ccccc1
(52) CCCCNC(=O)Oc1c(Br)cc2sc(=O)oc2c1Br
(53) COc1ccccc1NC(=O)c1c(N=Cc2ccccc2O)cnn1C
(54) CN1CCc2nc(SCC(=O)Nc3ccc(F)cc3)c(C#N)cc2C1
(55) O=C1CN(c2nc(-c3ccccc3)c3cc(Br)ccc3n2)c2ccccc2N1
(56) CC1CCC2C(C1)OS(=O)(=O)NC2(C)C (centres undefined)

assay / compound,49,50,51,52,53,54,55,56
Ecoli viability,0.8,-2.8,0.2,0.7,-2.5,-2.6,0.3,-3.1
Mot1-301 SUMO,9.4,23.5,-4.6,-0.4,-8.5,-16.2,-17.5,7.5
AddAB inh,-0.5,-0.2,0.9,3.5,0.9,-0.9,2.0,-1.4
phage Ecoli inh,x,x,x,x,x,x,x,x

(57) CCCCN1CCCC1CNC(=O)c1cc(C#N)c2ccccc2c1OC (centres undefined)
(58) CC(O)c1cccc(NC(=O)Cc2cccc3ccccc23)c1 (centres undefined)
(59) Cc1ccccc1Nc1nc(-c2sc(NC(=O)c3ccc([N+](=O)[O-])cc3)nc2C)cs1
(60) O=C(CCC(=O)N1CCN(c2ccc(O)cc2)CC1)c1ccc(Br)cc1
(61) COC(=O)/C=C1\C(=O)N(c2nc3ccc(OC)cc3s2)C(=S)N1c1ccc(F)cc1
(62) CC(=O)N1CCN(CC(=O)O)CC1
(63) CC1=CC(C#N)(C#N)C(C#N)(C#N)C(c2ccccc2)N1 (centres undefined)
(64) N#CCCN(Cc1cccnc1)C(=S)NC(=O)C1CC1

assay / compound,57,58,59,60,61,62,63,64
Ecoli viability,-1.8,1.1,-4.7,1.3,0.1,-3.8,0.5,0.8
Mot1-301 SUMO,4.7,5.6,97.2,180.4,-14.9,1.1,3.4,-17.9
AddAB inh,-0.2,1.9,0.8,-0.9,2.8,0.2,2.6,-0.8
phage Ecoli inh,x,x,x,x,x,x,x,x

(65) Cc1ccc(-n2c(SC3CCOC3=O)nc3ccccc3c2=O)cc1 (centres undefined)
(66) CCN(CC)S(=O)(=O)c1ccc(OC)c(NC(=O)C(Cc2ccccc2)N2C(=O)c3ccccc3C2=O)c1 (centres undefined)
(67) CC(=O)c1cc2c(cc1NC(=O)CSc1nc3ccccc3[nH]1)OCO2
(68) COc1ccc(/C=C2/C(=N)N3C(=NC2=O)Sc2cc(S(C)(=O)=O)ccc23)cc1OC
(69) CCOc1ccc(C2C=C(c3ccccc3)Nc3ncnn32)cc1 (centres undefined)
(70) COc1cccc(C(=O)NN2CC(O)=C(c3nc4ccccc4n3C)C2=N)c1
(71) COC(=O)[C@@]1(Cc2ccc(F)cc2)[C@H]2c3cc(C(=O)N4CCCC4)n(CCc4ccc(O)c(O)c4)c3C[C@H]2CN1C(=O)c1ccccc1
(72) COC(=O)c1c(N2C(=O)[C@H]3[C@@H](C2=O)[C@]2(C(=O)Nc4ccc(C)cc42)N2CCC[C@@H]32)sc(C)c1C

assay / compound,65,66,67,68,69,70,71,72
Ecoli viability,0.8,-0.2,-0.4,-1.3,-1.8,-1.0,-0.5,1.3
Mot1-301 SUMO,-2.0,2.8,8.5,2.9,-10.9,-13.2,-8.6,-6.2
AddAB inh,1.9,0.0,0.8,-1.3,0.9,0.0,2.8,-4.5
phage Ecoli inh,x,x,x,x,x,x,x,x

(73) COC(=O)CCCC1=CC2=CC(=O)C(C)(O)C(=O)C2=CO1 (centres undefined)
(74) Cc1csc(NC(=O)c2ccc(C(=O)Nc3nc(C)cs3)cc2)n1
(75) Cc1nn(-c2ccccc2)c(Cl)c1/C=N/NC(=O)c1ccc(NS(=O)(=O)c2cccs2)cc1
(76) Cc1nc2ccc(CN(C)c3ccc(C(=O)N[C@@H](CCC(=O)O)C(=O)O)s3)cc2c(=O)[nH]1
(77) CC(C)=CCc1c([C@@H]2CCc3ccc(O)cc3O2)cc2c(c1O)OC(C)(C)C=C2
(78) CN(C)c1ccc(/C=N/NC(=O)c2ccc(CN3C(=O)c4cccc5cccc3c45)cc2)cc1
(79) Cc1ccc(-c2ccc(/C=C(\C#N)C(=O)Nc3cc(C)nn3-c3ccccc3)o2)cc1
(80) CCOC(=O)CNC(=O)c1cc(C)oc1C
(81) O=C(O)C1=CC(=C(c2ccc(O)c(C(=O)O)c2)c2ccc(O)c(C(=O)O)c2)C=CC1=O

assay / compound,73,74,75,76,77,78,79,80,81
Ecoli viability,1.4,0.1,0.5,-2.7,-2.7,1.1,-0.2,-1.3,-0.5
Mot1-301 SUMO,6.4,31.3,9.0,12.2,-21.2,270.0,2.6,38.0,-34.1
AddAB inh,4.2,-1.0,4.5,-0.8,4.0,5.4,2.4,-0.8,-0.9
phage Ecoli inh,x,x,x,x,x,x,x,x,x

Values by screen from the list:
Nos. 78 to 81 in Ecoli viability read 1.1, -0.2, -1.3, -0.5
